C2C12 statin = protects C2C12 myotubes from simvastatin toxicity. ATP luminescence, 48 h; scaled: DMSO 0, geranylgeraniol control 100. rescue of ATP level, % at 7.49 µM. 330,000 compounds, 0.78% hits. AID 602340;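 active = mean ATP rescue above about 67%, or every replicate alone reaching that limit, limit read from the data, passing the limit was not always enough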;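 also: myotubes were challenged with 10 µM simvastatin during compound exposure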
esBAF inh = blocks esBAF chromatin remodeling in mouse ES cells; Bmi1-luciferase knock-in reporter, 24 h; 100% = twice the neutral-well signal; reporter increase, % at 12.5 µM; 350,000 compounds, 2% hits; AID 602393; in the data active = activation above about 40%;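 also: 0% = median of the plate's neutral control wells and 100% = double that signal; a rise in the Bmi1 reporter signal indicates esBAF inhibition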
LGR2 inh = Drosophila LGR2 receptor signaling inhibition; AID 720647; inhibition, % at 9.99 µM; 380,000 compounds, 0.35% hits; HEK293 LGR2, CRE-luciferase, bursicon-stimulated, 4 h;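 active = drop in luminescence signal, shown as inhibition above about 50% in the replicate tests, limit read from the data, passing the limit was not always enough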;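 also: agonist challenge used bursicon conditioned medium at about half maximal strength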
FN deposition inh = fibronectin deposition inhibition; AH1F fibroblasts, Alexa488-fibronectin deposition fluorescence, overnight; inhibition, % at 12.6 µM; 350,000 compounds, 0.086% hits;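 active = mean inhibition across replicates of 30% or more, regardless of how many single replicates reach that level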;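 also: positive control wells lacked labelled fibronectin entirely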
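Measured by – fluorescence 485/525 nm · System – AH1F fibroblast monolayer, labelled fibronectin deposition · Amount – 10000 cells per well · Buffer or medium – serum-reduced DMEM (2% serum) · Doses – single dose, pinned · Also added – fluorescent fibronectin at 24 nM final · Schedule – 1 h cell attachment, overnight exposure to compound and label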
SIRT5 block = blocks human SIRT5 desuccinylation of peptide | Q9NXA8 | Purified SirT5, succinyl-peptide AMC, trypsin-coupled fluorescence | inhibition, % at 15 µM | 330,000 compounds, 1.1% hits | AID 652115; in the data active = inhibition above about 15%
Target sequence (Q9NXA8 whole entry, looked up): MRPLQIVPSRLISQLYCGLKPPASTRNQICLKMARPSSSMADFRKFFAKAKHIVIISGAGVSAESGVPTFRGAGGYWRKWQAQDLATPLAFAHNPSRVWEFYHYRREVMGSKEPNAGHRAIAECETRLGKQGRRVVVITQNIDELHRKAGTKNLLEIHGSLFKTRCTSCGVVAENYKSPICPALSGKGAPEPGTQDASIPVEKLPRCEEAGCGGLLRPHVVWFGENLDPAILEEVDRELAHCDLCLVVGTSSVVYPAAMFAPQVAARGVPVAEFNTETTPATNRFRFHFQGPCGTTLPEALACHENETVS
S100A4 MyoIIA = blocks human S100A4 binding to myosin IIA peptide | P26447 | S100A4/TAMRA-MyoIIA peptide fluorescence polarization | inhibition, % at 10.7 µM | 360,000 compounds, 0.14% hits;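 active = mean inhibition of at least 70% across replicates, with every replicate also reaching that level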
Target sequence (P26447 whole entry, looked up): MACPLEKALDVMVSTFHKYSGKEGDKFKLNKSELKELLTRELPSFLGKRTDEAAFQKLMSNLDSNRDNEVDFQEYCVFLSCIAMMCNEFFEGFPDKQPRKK
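Material: S100A4 monomer protein | Medium: HEPES pH 7.2 with CaCl2, KCl, NaCl, DTT, Triton | Reagent: Labelled myosin peptide probe, 5 nM | Doses: One dose per compound | Times: 5 min incubation before reading | Benchmarks: Neutral control DMSO, positive control TFP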
CASP6 VEID inh = blocks human caspase-6 cleavage activity | purified caspase-6, Z-VEID-R110 cleavage fluorescence | AID 686996 | P55212 | inhibition, % at 12.5 µM | 350,000 compounds, 0.53% hits;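 active = mean inhibition across replicates at least about 35%, with every replicate also reaching that limit, limit read from the data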;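 also: 0% = median of neutral control wells and 100% = no fluorescence left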
Target sequence (P55212 24-179 limits assumed): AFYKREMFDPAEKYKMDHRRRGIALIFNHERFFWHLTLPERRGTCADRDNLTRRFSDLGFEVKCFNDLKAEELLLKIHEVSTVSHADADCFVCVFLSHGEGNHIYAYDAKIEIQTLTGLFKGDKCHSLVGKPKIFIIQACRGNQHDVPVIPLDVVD
Target sequence (P55212 194-293 limits assumed): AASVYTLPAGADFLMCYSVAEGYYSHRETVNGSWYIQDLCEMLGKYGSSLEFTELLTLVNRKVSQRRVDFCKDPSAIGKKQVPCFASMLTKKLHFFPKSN
* = called active by the depositor; x = not tested or not shown; & = joins results of further samples.

SMILES	C2C12 statin	esBAF inh	LGR2 inh	FN deposition inh	SIRT5 block	S100A4 MyoIIA	CASP6 VEID inh
CCC(C)C(=O)Nn1c(C2CC2)nc2cc(OC)c(OC)cc2c1=O (stereo not drawn)	x	x	-4	-19	-2	2	2
Cc1c(NC(=O)c2nn3c(c2Br)NC(c2ccccc2)CC3C(F)(F)F)c(=O)n(-c2ccccc2)n1C (stereo not drawn)	39	-4	1	0	x	x	x
C[C@H](CO)N1C[C@H](C)[C@@H](CN(C)S(=O)(=O)c2cccs2)Oc2c(NS(=O)(=O)c3cn(C)cn3)cccc2C1=O	6	0	4&-17	2&-2	0	-6	-2
CCOc1ccc(CN2CCC(=O)NC2=O)cc1	3	-13	x	21	x	x	x
COc1ccccc1/C=C/C=NC1C(=O)N(c2ccccc2)[N+](C)=C1C (stereo not drawn)	x	x	5	-1	-3	5	0
COc1ccc(S(=O)(=O)NC(=O)C2(C)CCN2C(=O)CC2CC2)cc1 (stereo not drawn)	2	-7	-2	11	x	2	-1
NC(=S)N/N=C/c1cccc(Br)c1	x	x	-3	-2	0	-6	-3
O=C(C[C@H]1C=C[C@@H](NC(=O)c2ccc3c(c2)OCO3)[C@@H](CO)O1)NC1Cc2ccccc2C1	x	x	-7	-14	4	7	-1
COC(=O)c1cccnc1-n1c(=O)c2cccnc2n(Cc2ccc([N+](=O)[O-])cc2)c1=O	11	-2	-5	10	-3	10	0
Cc1ccc(N(CC(=O)NCC(O)c2ccccc2)S(=O)(=O)c2ccc(C)cc2)cc1 (stereo not drawn)	3	-1	23	8	1	-21	1
C=CCn1c(SCC(=O)Nc2ccc3c(c2)OCO3)nc2ccccc2c1=O	-2	6	x	0	x	x	x
COc1ccc(N2C(=O)CN(Cc3cc(OC)c(OC)c(OC)c3)C2=S)cc1	x	x	23	-1	-1	-4	2
COc1cc(S(=O)(=O)NCc2ccccc2Cl)ccc1-n1cnnn1	-11	-3	18	5	-5	1	4
CC(C(=O)NCc1ccccc1)n1c(CSCCOc2ccccc2)nc2ccccc21 (stereo not drawn)	x	x	18	4	-1	-7	1
O=C(NNS(=O)(=O)c1ccc(F)cc1)c1ccccc1	3	6	-7	-14	-3	-1	-2
CN(c1ccccc1)S(=O)(=O)c1ccc(C(=O)NNC(=O)c2ccccc2F)cc1	10	-1	27	2	2	2	4
CCOc1ccc(/C=N/NC(=O)c2ccc(F)cc2)cc1CN1CC2CC(C1)c1cccc(=O)n1C2 (stereo not drawn)	7	21	-1	x	x	1	-1
Cc1noc(C)c1NC(=O)NCC[C@@H]1CC[C@H](NC(=O)Cc2cccnc2)[C@H](CO)O1	-8	1	8	-5	4	-4	-74
COc1cccc(CNC(=O)CN(C)S(=O)(=O)c2ccc3c(c2)CC(C)N3C(C)=O)c1 (stereo not drawn)	4	-2	-3	5	-6	-10	-9
COc1ccccc1NS(=O)(=O)c1ccc(C(=O)NCC(c2ccccc2OC)N(C)C)cc1 (stereo not drawn)	4	-6	-8	-2	-3	-3	-5
CCOC(=O)c1cnc(-n2nc(C)cc2C)[nH]c1=O	4	-8	1	7	0	3	-1
O=C(CSc1nnc(COc2ccc(Cl)cc2)o1)Nc1ccc(N2CCOCC2)cc1	x	x	-9	4	-1	-4	5
O=C(CNc1ccc2ccccc2c1)N/N=C/c1ccncc1	-12	2	4	1	3	0	4
CC(C)NC(=O)Nc1ccc2c(c1)CC(=O)N([C@@H](C)CO)C[C@@H](C)[C@H](CN(C)CC1CC1)O2	-19	-4	-10	6	-1	-10	0
O=c1[nH]c(=S)[nH]cc1Oc1ccccc1	-4	-10	-3	5	2	3	-1
O=C(NC(=S)N1CCOCC1)c1cc2ccccc2o1	x	x	4	7	2	0	8
Cc1ccc(C)n1-c1cc(S(=O)(=O)N2CCOCC2)ccc1N1CCCC1	-8	0	1	-1	x	x	x
CC(=O)OC1CC2(C)C(CCC2(O)C(C)=O)C2CCC3C(Cl)C(=O)CCC3(C)C12 (stereo not drawn)	-1	-3	10	-12	x	7	-2
O=C(/C=C/c1ccccc1[N+](=O)[O-])NCCc1ccc(F)cc1	x	x	12	-13	1	-2	4
O=C(O)CN1C(=O)C2C3CC(C2C1=O)C1C(c2ccc(F)cc2)c2sc(=O)[nH]c2SC31 (stereo not drawn)	6	-8	1	-3	0	-5	-2
Cc1ccccc1-n1c(-c2ccncc2)n[nH]c1=S	-4	-3	x	0	x	x	x
N/C(=N\OC(=O)c1cc(-c2ccccc2)nc2ccccc12)c1cccnc1	x	x	6	-7	1	0	1
O=C(CC(c1ccccc1)c1cc(Br)ccc1O)N1CCCCC1 (stereo not drawn)	8	-1	20	2	-1	-3	4
CCOc1ccc(OCCC(=O)N(CCCOC)c2c(N)n(Cc3ccccc3)c(=O)[nH]c2=O)cc1	x	x	3	x	-4	-2	-3
CC(=O)c1cccc(NC(=O)C2CCN(S(=O)(=O)c3cccs3)CC2)c1	-1	1	x	-3	x	x	x
O=C(NC1CCCCCC1)C(=S)NCCc1ccccc1	x	x	-38	0	-5	-5	-1
Cc1ccc(-n2c(SCC(=O)N3CCOCC3)nnc2-c2cccnc2)cc1	x	x	-56	x	-1	-4	0
CC(=O)Nc1ccc(C(=O)N/N=C/C2CC3C=CC2C3)cc1 (stereo not drawn)	x	x	14	-8	1	-4	8
Cc1nc(SCC(=O)N2CCCC2=O)nc(C)c1C	3	6	-16	5	2	-1	-2
O=C1COc2ccc(C(=O)CSc3nnc(Cc4cccs4)n3-c3ccc(Cl)cc3)cc2N1	26	2	5	-4	x	x	x
C[C@H](CO)N1C[C@H](C)[C@H](CN(C)S(=O)(=O)c2ccccc2)Oc2ccc(NC(=O)Cn3cnnn3)cc2C1=O	-6	2	-1	x	-5	3	1
OCC(O)CSc1nc(-c2ccccc2)nc2c1CCC2 (stereo not drawn)	8	-7	-13	-7	-1	-3	2
COc1cccc(NC(=O)N2CCCC2C(=O)NCc2ccccc2F)c1 (stereo not drawn)	x	x	16	x	x	-3	0
CCCCCCn1c(=O)[nH]c2nc3cc(N)c(C)cc3nc2c1=O	x	x	-2	x	-2	4	7
O=C(NCC1CCCO1)/C(=C\c1ccco1)NC(=O)c1ccc(Cl)cc1 (stereo not drawn)	x	x	-4	x	-5	-5	-3
Cc1cc(Cl)ccc1OCC(=O)NNC(=O)c1ccc(=O)[nH]c1	-7	1	14	-5	-2	-10	1
COc1ccc(-n2c(SCC(=O)Nc3ccccc3C)nc(O)c(Cc3ccccc3)c2=O)cc1	x	x	-5	4	0	-1	-2
Cc1sc2nc(CN(C(=O)NC3CCCCC3)C3CCCC3)[nH]c(=O)c2c1C	-26	0	9	x	1	-2	-1
CC(C)N(Cc1nc(-c2ccc(Cl)cc2)no1)Cc1nccn1C	2	0	8	x	-2	0	-4
CN(C)S(=O)(=O)c1ccc2c(c1)nc(CCC(=O)NCC(=O)Nc1ccc(F)c(F)c1F)n2C	-2	-3	x	5	x	-6	2
CCCNC(=O)N(C)C[C@H]1Oc2cc(C#C[C@@H](C)O)ccc2S(=O)(=O)N([C@@H](C)CO)C[C@H]1C	2	1	1	8	-5	-3	1
CO[C@H]1CN(C)C(=O)c2ccc(NC(C)=O)cc2OC[C@@H](C)N(Cc2cc(F)ccc2F)C[C@H]1C	6	-6	-12	-7	4	5	0
CCCCN1C(=O)C(C#N)CC2=C1CC(C)(C)CC2=O (stereo not drawn)	-3	-15	3	-5	0	-4	4
Cc1ccccc1NC(=O)CSCC(=O)Nc1ccccc1C	2	-5	1	x	7	4	-1
CS(=O)(=O)N(CCc1ccccc1)CC(=O)Nc1ccccc1	4	4	1	-15	-7	0	-4
COc1ccc(-c2nc(-c3ccccn3)ncc2S(C)(=O)=O)cc1	x	x	2	4	-3	5	1
Cc1ccccc1CN1[C@@H](CC(C)C)COc2cc(Br)ccc2S1(=O)=O	x	x	2	6	-6	-1	-1
c1ccc(OCCn2c(-c3ccco3)nc3ccccc32)cc1	22	34	-28	x	-1	8	1
CCCOc1ccc([C@@H]2C3CN(C(=O)OCC)CC=C3C(C#N)=C(N)C2(C#N)C#N)cc1OC (stereo partly drawn)	x	x	-7	x	1	-11	3
CC(C)C(=O)Nc1ccc2c(c1)C(=O)N(C)[C@@H]1CC[C@H](CC(=O)NCc3ccc(F)cc3)O[C@@H]1CO2	1	-6	-1	-9	4	-5	0

A second format for 2 compounds above.
SMILES | C2C12 statin | esBAF inh | LGR2 inh | FN deposition inh | SIRT5 block | S100A4 MyoIIA | CASP6 VEID inh
O=C(NCC1CCCO1)/C(=C\c1ccco1)NC(=O)c1ccc(Cl)cc1 (stereo not drawn) | x | x | -4 | x | -5 | -5 | -3
Cc1cc(Cl)ccc1OCC(=O)NNC(=O)c1ccc(=O)[nH]c1 | -7 | 1 | 14 | -5 | -2 | -10 | 1

Full records as entered above.
COc1ccc(-n2c(SCC(=O)Nc3ccccc3C)nc(O)c(Cc3ccccc3)c2=O)cc1 across the screens: C2C12 statin: x; esBAF inh: x; LGR2 inh: -5; FN deposition inh: 4; SIRT5 block: 0; S100A4 MyoIIA: -1; CASP6 VEID inh: -2
Cc1ccccc1CN1[C@@H](CC(C)C)COc2cc(Br)ccc2S1(=O)=O across the screens: C2C12 statin: x; esBAF inh: x; LGR2 inh: 2; FN deposition inh: 6; SIRT5 block: -6; S100A4 MyoIIA: -1; CASP6 VEID inh: -1

Next part
SMILES	C2C12 statin	esBAF inh	LGR2 inh	FN deposition inh	SIRT5 block	S100A4 MyoIIA	CASP6 VEID inh
COc1ccc(S(=O)(=O)N2CCOC23CCN(S(C)(=O)=O)CC3)cc1	11	-2	-5	0	1	-3	0
Cc1noc(C)c1NC(=O)N1C[C@H](O)COC[C@H]2O[C@@H](CC(=O)NCC3CCCCC3)CC[C@@H]21	6	7	6&2	4&12	-1&0	6&-4	0&0
O=C(COc1ncnc2ccccc12)NC1CCCCC1	8	1	19	-1	2	0	-1
Cc1ccc(C(=O)N/C(=C\c2ccc(-c3cccc([N+](=O)[O-])c3)o2)C(=O)NCCCN2CCOCC2)cc1	-14	-6	7	-5	-1	-2	1
CS(=O)(=O)c1ccc(C(=O)N2CCN(C(=O)c3ccco3)CC2)cc1	-2	5	6	-7	-3	0	1
c1cc2nc(C34CC5CC(CC(C5)C3)C4)[nH]c2cn1	x	x	16	7	5	4	0
COc1ccc(OC(C)C(=O)NC2CCCCCCC2)cc1 (stereo not drawn)	x	x	-8	3	0	1	-4
OC[C@H]1CC[C@@H]2O[C@H](CCc3ccc(-c4ccccc4)cc3)[C@@H](n3cc(C4CC4)nn3)C[C@@H]2O1	x	x	x	x	7	-1	2
CC(=O)NCCNc1nc2cc(-c3ccc(C(=O)N4CCN(C)CC4)cc3)sc2c(=O)n1C	-6	-8	4	11	0	-2	1
COCC1CCN(C(=O)c2oc3c(F)cccc3c2C)C1 (stereo not drawn)	1	12	2	5	1	-1	-2
CCCCN(CC)CCNC(=O)c1cc2c(=O)[nH]c3ccc(C)cc3c2s1	-11	-11	-13	-4	-12	-9	-9
O=C(O)c1cc(-c2ccc3ccccc3n2)nc2ccccc12	-17	-14	18	4	-1	-20	2
CCCCNS(=O)(=O)CCNCc1ccccc1OC	11	0	5	-1	0	0	-3
Cn1c(=O)c(-c2ccccc2)c(O)c2ccccc21	8	5	20	2	1	-3	-1
C[C@H]1CN([C@@H](C)CO)C(=O)c2cccc(NC(=O)Nc3ccc4c(c3)OCO4)c2O[C@@H]1CN(C)Cc1ccncc1	-12	4	-45	x	4	2	2
Cc1ccc(C(=O)N2CCc3ccccc32)cc1C	-4	52*	-51	-6	-3	-2	-2
Cc1cnc(NC(=O)Nc2ccccc2)c(C)n1	-11	-5	13	6	0	-1	0
CN(C)S(=O)(=O)c1ccc(C(=O)Nc2ccccc2SCCC#N)cc1	x	x	-3	17	-1	10	-1
O=C(COc1ccccc1C(=O)NCC1CCCO1)Nc1ccc(Br)cc1 (stereo not drawn)	10	10	-8	-8	0	-8	x

Assay outcomes from PubChem.

Only part of the results is shown; the hit share may differ from the screen's.
